# LMPTP inh = LMPTP (human) inhibition; P24666; recombinant LMPTP-A, OMFP fluorogenic substrate, fluorescence intensity; AID 651560; inhibition, % at 20 µM; actives 0.22% (n = 360,000);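 active = compounds that cut the enzyme signal by at least half of the control window in the single-dose screen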;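 also: plate controls were DMSO wells with enzyme plus substrate for no effect and substrate without enzyme for full effect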
#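 Assay system: LMPTP-A, protein tyrosine phosphatase of low molecular weight / Medium: pH 6.0 Bis-Tris buffer with DTT and Triton X-100 / Schedule: 50 min enzyme reaction at room temperature, protected from light / Measured by: endpoint fluorescence intensity from OMFP dephosphorylation / Read-out basis: % inhibition relative to no-enzyme and uninhibited control wells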
# NadD block = blocks S. aureus nicotinate mononucleotide adenylyltransferase; purified NadD enzyme, colorimetric absorbance read-out; inhibition, % at 20 µM; actives 0.78% (n = 360,000); in the data active = inhibition above about 26%; also: some compounds past the cut are filed as inactive
# STEP block = blocks human striatal-enriched tyrosine phosphatase | P54829 | recombinant STEP, OMFP fluorogenic substrate, fluorescence | inhibition, % at 20 µM | actives 0.25% (n = 360,000) | AID 588621;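 active = inhibition at 20 µM, scaled per plate between control wells, above about 37%, limit read from the data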;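 also: 0% = DMSO with enzyme and substrate and 100% = substrate only without enzyme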
#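 Test system: STEP tyrosine phosphatase / Reagent: OMFP at 25 µM / Doses: 20 µM, 1% DMSO / Read-out: percent inhibition scaled to no-enzyme and uninhibited-enzyme controls, plate-pattern corrected / Detection: FITC-channel fluorescence of OMFP product / Medium: Bis-Tris buffer pH 6.0, 2.5 mM DTT, 0.005% Tween 20 / Schedule: 20 min at room temperature, dark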
# CSN inh = blocks human CSN-mediated cullin deneddylation; Purified CSN, SCF-Nedd8-OG deneddylation, fluorescence polarization; inhibition, % at 12.5 µM; actives 0.38% (n = 360,000); AID 651999;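 active = pattern-corrected inhibition above about 35%, with an unprinted fluorescence ratio check between 0.5 and 1.5, limit read from the data, passing the limit was not always enough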;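 also: 0% = enzyme with substrate and 100% = substrate without enzyme; some results filed as inactive read as strong as hits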
#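 test system = HEK293T-derived human Csn5 enzyme | amount = 0.24 nM Csn5 enzyme, final concentration | medium = Tris/NaCl/DTT buffer, pH 7.5 | schedule = 90 min reaction at room temperature | signal = FP | evaluation = inhibition of Csn5 cleavage, % | compound dosing = single dose of 12.5 µM compound with 0.25% DMSO | probe or stimulus = 10 nM SCFSkp2-Nedd8OG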
# Rpn11 inh = Rpn11 (human) deubiquitinase inhibition | O00487 | human 26S proteasome, Ub4-pepOG fluorescence polarization; 20S core pre-blocked with epoxomicin | calls only at 20 µM | actives 0.59% (n = 360,000) | AID 588493;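 active = inhibition at 20 µM, scaled to each plate's controls, above about 33%, limit read from the data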
# Rin1-Abl PPI inh = inhibitors of human Rin1-Abl protein interaction; P00519+Q13671; TR-FRET Rin1/Abl binding, biochemical; inhibition, % at 7.35 µM; actives 0.4% (n = 360,000); in the data active = inhibition above about 5%, passing the limit was not always enough
# Scp1 inh = blocks human Scp-1 phosphatase activity. actives 0.88% (n = 340,000). inhibition, % at 20 µM. Recombinant Scp1, phosphopeptide, malachite green phosphate absorbance. Q9GZU7;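 active = inhibition above about 50% at 20 µM, limit read from the data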;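 also: plate controls were DMSO wells with enzyme for no effect and wells lacking enzyme for full effect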
#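 Test system: SCP-1 phosphatase catalytic domain, residues 76-261 | Compound dosing: One concentration, 20 µM, with 1.0% DMSO | Schedule: 45 min room-temperature reaction, 5 min colour, 30 min stabiliser | Detection: Absorbance at 630 nm | Read-out basis: % inhibition of SCP-1 phosphate liberation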
# DNMT1 inh = DNMT1 (human) enzyme inhibition; P26358; DNMT1 molecular beacon, Hinp1I cleavage, fluorescence; inhibition (reported as % activation of signal), % at 10 µM; actives 0.83% (n = 360,000); AID 588458; in the data active = inhibition above about 50%
# Neddyl block = blocks human cullin neddylation | P61081+Q13564 | TR-FRET cullin neddylation, biochemical | calls only at 25 µM | actives 0.58% (n = 360,000) | AID 651699; in the data active = inhibition above about 36%
# SUMO1 PPI mod = modulators of human SUMO1-mediated protein-protein interactions; SUMO1 binding to a labelled peptide, TR-FRET, 1 h; inhibition, % at 20 µM; P63165; actives 0.33% (n = 360,000); in the data active = inhibition above about 37%
# An asterisk follows results filed as active; i = inactive; · = not tested or not shown; + = active, no number.
SMILES,LMPTP inh,NadD block,STEP block,CSN inh,Rpn11 inh,Rin1-Abl PPI inh,Scp1 inh,DNMT1 inh,Neddyl block,SUMO1 PPI mod
COc1cc(C#N)ccc1OCC(=O)Nc1ccc(C)c(S(=O)(=O)N2CCOCC2)c1,0.6,-9.4,-1.1,0.6,i,-0.9,6.0,2.7,i,-1.3
COC(=O)CSc1nc2ccccc2c(=O)n1C,-1.2,-4.3,-12.2,0.8,i,-0.1,-0.2,6.2,i,-3.7
O=C(Nc1cccc(C(=O)O)c1)/C(=C\c1ccco1)NC(=O)c1ccc(Br)o1,-0.4,1.1,2.3,4.4,i,2.4,30.2,6.8,i,0.3
CC1CCCC(C)N1C(=O)COC(=O)CNC(=O)C12CC3CC(CC(C3)C1)C2 (stereo not given),-0.5,-0.2,0.4,-6.4,i,1.8,-4.7,-1.6,i,1.1
O=C(Nc1ccc2c(c1)oc1ccc(S(=O)(=O)N3CCCC3)cc12)C1CC1,-0.1,1.1,-4.8,0.9,i,3.7,-3.7,-10.0,i,-1.2
CCOC(=O)C(=CNCC(=O)O)C(=O)OCC,-2.2,-1.0,1.6,0.8,i,-0.7,-5.2,2.1,i,5.8
CC(C)CCn1c(=O)c(C(=O)N/N=C/c2cccc(F)c2)c(O)c2ccccc21,1.8,-1.3,1.7,3.6,i,-0.6,-5.3,-3.9,i,3.6
COc1cc(NC(=O)CN2c3ccccc3CC2C)cc(OC)c1OC (stereo not given),1.0,-2.9,-2.6,7.2,i,1.8,-7.7,0.2,i,-3.2
Cc1ccc(S(=O)(=O)Nc2cccc(-n3cnnn3)c2)cc1,0.4,-1.1,-3.2,0.6,i,0.0,-11.0,2.0,i,2.0
O=C(COc1ccccc1)N1CCN=C1SCc1ccc(F)cc1,2.7,-3.2,-0.5,2.1,i,-1.0,0.8,2.1,i,-3.3
CCc1nc2ccc(C(=O)NCc3ccc(OC)cc3)cn2c1N(CC)CCN(C)C,0.0,-5.1,-0.6,-0.2,i,-5.0,·,0.3,i,-1.8
COc1cc2c3c(c1OC)C1(C=CC(=O)C=C1)CC3N(C(=O)CCC(=O)O)CC2 (stereo not given),-1.0,-3.5,-2.4,-1.5,i,2.0,-0.8,-2.2,i,2.4
Cn1c(=O)c2c(nc(N3CCc4ccccc4C3)n2Cc2ccccc2F)n(C)c1=O,5.6,-3.9,4.4,5.7,i,-2.0,-7.7,-12.3,i,-0.7
COC(=O)C1=C(COc2ccccc2)NC(=O)NC1c1ccc(Br)cc1 (stereo not given),1.3,-5.2,-0.1,15.6,i,1.9,40.6,-0.5,i,75.5*
Nc1ccc(N2CCCC2)c(S(=O)(=O)Nc2cccc(C(F)(F)F)c2)c1,4.0,17.3,-1.1,0.1,i,2.3,-1.1,-20.2,i,-1.3
CCOC(=O)c1ccc2ncc(C(=O)OCC)c(NCc3ccco3)c2c1,1.4,0.0,-3.8,-3.6,i,-0.8,-6.0,-1.5,·,1.3
O=C(NCc1ccccc1)c1ccc(Cn2cc(C(F)(F)F)ccc2=O)cc1,0.6,1.1,0.7,-6.3,i,0.6,-5.8,0.6,i,0.1
CC(NC(=S)NCCc1ccccc1)C(c1cccs1)N1CCN(C)CC1 (stereo not given),-2.8,-8.6,-1.0,0.1,i,-1.0,-9.2,0.1,i,-2.5
C[C@H]1C[C@@H]2[C@H]([C@@H](O)C[C@@]3(C)[C@H]2CC[C@]3(O)C(=O)CO)[C@@]2(C)C=CC(=O)C=C12,-0.8,4.6,-3.3,3.3,i,0.8,-6.3,-33.7,i,-0.2
Cc1ccc(NC(=S)N2CCCCCC2)c(C)c1,-0.2,2.9,-0.5,1.6,i,-1.9,0.1,2.6,i,2.6
CCOc1ccc(C(C(=O)NCC2CCCO2)N(C(=O)c2snc(C(N)=O)c2N)c2ccc3c(c2)OCCO3)cc1 (stereo not given),0.4,0.5,0.9,0.8,i,16.0*,-9.6,-2.5,i,-14.2
COc1ccccc1C(=O)Nc1ccc(S(=O)(=O)Nc2cnc3ccccc3n2)cc1,0.6,-1.8,0.1,2.0,i,2.9,-10.2,-2.7,i,-4.8
CC(C)Cc1nnc(NC(=O)c2ccc(-n3cncn3)c([N+](=O)[O-])c2)s1,0.0,-4.5,-4.6,1.4,i,-1.0,·,1.0,i,-26.1
CC(C)(C)c1cc(C(=O)N2CCc3ccccc32)ccn1,-1.6,2.2,-1.4,-4.6,i,7.2,0.5,3.7,i,1.4

# In the list so far, these contain a CF3 group.
SMILES,LMPTP inh,NadD block,STEP block,CSN inh,Rpn11 inh,Rin1-Abl PPI inh,Scp1 inh,DNMT1 inh,Neddyl block,SUMO1 PPI mod
Nc1ccc(N2CCCC2)c(S(=O)(=O)Nc2cccc(C(F)(F)F)c2)c1,4.0,17.3,-1.1,0.1,i,2.3,-1.1,-20.2,i,-1.3
O=C(NCc1ccccc1)c1ccc(Cn2cc(C(F)(F)F)ccc2=O)cc1,0.6,1.1,0.7,-6.3,i,0.6,-5.8,0.6,i,0.1

# Carrying on.
SMILES,LMPTP inh,NadD block,STEP block,CSN inh,Rpn11 inh,Rin1-Abl PPI inh,Scp1 inh,DNMT1 inh,Neddyl block,SUMO1 PPI mod
O=C(Cc1ccccc1)N/N=C/c1ccc(S(=O)(=O)O)o1,-2.5,1.9,-3.1,2.8,i,0.4,-5.0,1.4,i,1.6
Cc1c(OC(C)C(=O)NCCN2CCOCC2)ccc2c3c(c(=O)oc12)CCCC3 (stereo not given),-0.9,-2.4,-0.7,41.3*,i,4.5,-5.3,0.1,+,1.7
CN(C)CCCNc1oc(-c2ccccc2)nc1C#N,-4.6,-3.7,-2.6,-0.6,i,0.5,-14.9,-1.4,·,-3.3
CCCS(=O)(=O)N1CCc2cc(OC)c(OC)cc2C1,-1.2,-3.0,0.0,0.1,i,5.1,0.3,-2.9,i,1.8
Cc1cc2ncc(C(=O)Nc3ccsc3C(=O)O)c(C)n2n1,0.2,-1.1,6.3,-5.4,i,1.9,-3.3,1.4,i,6.3
O=C(NCC(c1ccco1)N1CCCC1)c1cn(-c2ccccc2)nc1-c1ccc(F)cc1 (stereo not given),1.7,-10.3,1.4,-0.4,i,-4.5,15.6,0.1,i,-5.9
O=C(NC1CCCC1)c1ccc2nc(-c3ccco3)c(-c3ccco3)nc2c1,56.5*,22.3,11.2,42.8,i,3.6,79.4*,113.5*,i,36.4
CCc1ccc(C(=O)NC(=S)Nc2ccc3c(c2)OCCO3)cc1,0.4,-9.2,2.7,-2.0,i,-1.3,-12.9,-6.1,i,0.3
Cc1cccc2nc(CSc3ccccc3C(=O)O)cn12,0.4,0.4,-6.1,-0.7,i,-2.9,-5.6,-0.9,i,8.0
COc1ccc(NC(=O)c2cccnc2)cc1OCC(C)C,-1.9,-4.2,0.8,-1.7,i,0.3,-4.5,0.5,i,4.2
C=C1N(CCCCCC(=O)O)C(=O)OC12CCCCC2,-1.5,9.5,-5.3,-0.3,i,0.8,-6.0,2.0,i,-2.1
COc1ccc(Cc2noc(CN(C)CC3(N4CCOCC4)CCCCC3)n2)cc1OC,0.8,-1.3,1.8,-0.4,i,0.0,-1.8,1.2,i,-2.6
CCCc1cc2c(cc1N(C)S(=O)(=O)c1ccccc1)OCO2,-2.0,-5.4,0.9,6.2,i,-1.3,-13.2,-2.0,i,3.2
Cc1ccc(S(=O)(=O)CCC(=O)OCC(=O)N2CCN(S(=O)(=O)c3ccccc3)CC2)cc1,-0.4,-10.2,-0.2,0.7,i,4.0,-9.5,1.4,i,1.4
COc1ccc(C(=O)NCCc2cc3c(OC)ccc(OC)c3[nH]c2=O)cc1OC,-1.0,-2.8,1.3,2.9,i,-0.7,-6.7,-3.0,i,-1.8
Cc1cc(C)n2nc3ccccc3c2n1,-1.0,1.0,1.5,-3.3,i,0.0,-4.6,8.6,+,-1.2
Cc1cccc(C)c1-n1nnnc1C(c1cccs1)N1CCN(C/C=C/c2ccccc2)CC1 (stereo not given),1.3,3.9,-3.5,4.8,i,4.0,·,-2.2,i,2.9
CCC1CCCCN1C(=O)c1sc2nc(C)nc(N(CC)CC)c2c1C (stereo not given),-0.7,0.7,-1.4,-0.9,i,-8.7,-3.9,-1.4,i,0.3
O=C1c2ccccc2C(=O)N1CCCCCc1nc(-c2ccccc2)no1,-0.4,-12.1,1.8,-4.9,i,-1.9,-14.8,-2.5,i,-6.8
Cc1ccc(S(=O)(=O)NC(CC(C)C)C(=O)N2CCCC2)cc1 (stereo not given),-1.0,-1.0,-1.6,-4.7,i,0.3,-2.4,0.6,i,-2.9
CCCCC(=O)Nc1ccc(NC(=O)c2ccccc2[N+](=O)[O-])cc1OC,-0.5,-3.0,-0.7,-17.5,i,-1.3,-1.2,0.5,i,-16.0
O=C(NCCc1ccccn1)c1cc(-c2cccc3ccccc23)nc2ccccc12,0.2,-4.4,-0.4,0.7,i,-1.0,3.0,-3.3,i,-3.2
COc1c(C)cc(S(=O)(=O)NCc2ccccn2)c(C)c1C,-0.1,-4.5,-3.0,1.1,i,-0.7,-6.0,0.7,i,4.5
COc1cccc(OCc2cc(C(=O)NCc3ccccn3)no2)c1,0.4,-2.9,-1.4,2.5,i,2.2,-7.5,8.1,i,1.4
COc1ccc(NC(=O)C[C@H]2C(=O)N(CCc3ccccc3)C[C@@H]2C)cc1,-0.4,-1.6,1.5,-3.4,i,-2.3,·,4.9,i,2.6
Cc1ccc(O)c(-c2cc(-c3ccc(F)cc3)no2)c1,0.0,1.1,-1.0,-2.5,i,0.3,-1.2,4.0,i,5.0
CCOC(=O)c1c(NC(=O)c2ccc(N3C(=O)[C@@H]4[C@H](C3=O)[C@H]3C=C[C@@H]4C3)cc2)sc2c1CCCC2,3.2,7.7,0.7,4.2,i,3.3,-10.2,-6.9,·,1.3
O=C(C1CCCN1S(=O)(=O)c1cccc2nsnc12)N1CCN(c2ccccc2)CC1 (stereo not given),-0.5,-0.8,-0.3,-2.6,i,-0.7,-1.1,0.2,i,-35.0
CCN1C/C(=C/c2ccc(OC)c(O)c2)C(=O)/C(=C/c2ccc(OC)c(O)c2)C1,-0.2,-6.7,3.3,5.5,i,5.2,-10.5,1.9,i,0.1
O=C(NC1CCS(=O)(=O)C1)/C(=C/c1ccco1)NC(=O)c1ccccc1 (stereo not given),-1.6,0.6,-1.7,-1.1,i,0.8,1.1,-0.9,i,-6.7
Cc1ccc(N=c2c([N+](=O)[O-])nn(-c3ccccc3)n2O)c(C)c1,1.8,-6.7,2.4,5.0,i,-6.3,-2.8,-4.8,i,-26.5
CC(=O)CSc1nc(-c2cccs2)c(C#N)c(=O)[nH]1,-1.6,-2.0,2.2,-4.1,i,-87.8,-2.2,0.5,i,3.2

# Screening results from PubChem BioAssay.
